miR122 inh: miR-122 Renilla sensor signal increase in Huh7, primary screen, miR-122 inhibitor project, cell-based, single point, plate reader. Huh7 miR-122 Renilla luciferase sensor, 48 h; neutral wells = 0, positive control = 100. activation (reporter increase), % at 12.5 µM. 340,000 compounds, 0.3% hits. AID 602342, 2012;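 active means mean replicate activation score at least 90 and every replicate individually at or above 90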;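 further: higher luciferase means less miR-122 activity so hits act as miR-122 inhibitors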
CASP6 VEID inh: human caspase-6 inhibitors, primary screen, biochemical, VEID-R110 fluorescence, single point, set 2; purified caspase-6, Z-VEID-R110 cleavage fluorescence; inhibition, % at 12.5 µM; 350,000 compounds, 0.53% hits; AID 686996, 2013;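 active means mean inhibition across replicates at least about 35%, with every replicate also reaching that limit, limit read from the data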;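 further: 0% = median of neutral control wells and 100% = no fluorescence left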
Target sequence (P55212 24-179 limits assumed): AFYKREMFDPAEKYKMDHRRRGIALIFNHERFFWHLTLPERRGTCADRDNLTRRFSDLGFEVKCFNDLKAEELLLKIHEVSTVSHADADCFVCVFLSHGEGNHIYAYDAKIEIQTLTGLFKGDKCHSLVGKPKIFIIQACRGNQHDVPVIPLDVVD
Target sequence (P55212 194-293 limits assumed): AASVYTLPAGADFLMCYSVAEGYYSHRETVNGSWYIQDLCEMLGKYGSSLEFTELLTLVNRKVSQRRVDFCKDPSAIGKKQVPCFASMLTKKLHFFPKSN
SIRT5 inh: SIRT5 desuccinylase inhibitors, primary screen, biochemical, fluorescence imaging, single point, set 5; NAD-dependent protein deacylase sirtuin-5, mitochondrial (Homo sapiens), Q9NXA8; Purified SirT5, succinyl-peptide AMC, trypsin-coupled fluorescence; inhibition, % at 15 µM; 330,000 compounds, 1.1% hits; AID 652115, 2013; in the data active means inhibition above about 15%
Target sequence (Q9NXA8 whole entry, looked up): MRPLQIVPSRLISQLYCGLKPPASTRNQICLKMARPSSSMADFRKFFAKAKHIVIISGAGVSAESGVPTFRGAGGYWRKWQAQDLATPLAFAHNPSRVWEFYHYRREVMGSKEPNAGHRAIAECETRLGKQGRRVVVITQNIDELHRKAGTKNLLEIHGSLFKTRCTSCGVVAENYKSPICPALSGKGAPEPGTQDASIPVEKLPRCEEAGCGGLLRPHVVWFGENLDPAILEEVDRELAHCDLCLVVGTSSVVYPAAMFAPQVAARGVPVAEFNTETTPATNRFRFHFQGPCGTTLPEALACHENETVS
F508del corr: F508del CFTR correction, initial screen, CFBE line, single point; CFBE cells, YFP halide quenching; stimulated with forskolin plus potentiator P3; % fluorescence drop versus neutral controls; activity (quench increase), % at 7.58 µM; 350,000 compounds, 0.36% hits; AID 720511, 2013;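 active means mean added fluorescence quench of at least 8% versus neutral control, with both replicates also reaching 8%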;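 further: cells transiently co-express mutant CFTR-F508del with the halide-sensitive YFP; corrector assay measuring rescue of mutant channel to the surface after 24 h compound exposure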
DENV2 CPE: inhibitors of DENV2 cytopathic effect, primary screen, cell-based, plate reader, single concentration | DENV2-infected cells, cytopathic effect rescue | CPE inhibition, % at 9.99 µM | 350,000 compounds, 1.7% hits | AID 651640, 2012; in the data active means CPE inhibition above about 20%, passing the limit was not always enough; tested in BHK-21 cells;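 further: 0% = median of neutral control wells and 100% = median of positive control wells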
ERp5 inh: inhibitors of ERp5-driven insulin aggregation, primary screen, biochemical, turbidity, absorbance 650 nm, single point; inhibition, % at 9.99 µM; 90 min; 350,000 compounds, 0.05% hits; Protein disulfide-isomerase A6 (Homo sapiens), Q15084; AID 651711, 2012;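 active means mean replicate inhibition above about 25%, with every replicate also reaching it, limit read from the data, passing the limit was not always enough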
Target sequence (Q15084 whole entry, looked up): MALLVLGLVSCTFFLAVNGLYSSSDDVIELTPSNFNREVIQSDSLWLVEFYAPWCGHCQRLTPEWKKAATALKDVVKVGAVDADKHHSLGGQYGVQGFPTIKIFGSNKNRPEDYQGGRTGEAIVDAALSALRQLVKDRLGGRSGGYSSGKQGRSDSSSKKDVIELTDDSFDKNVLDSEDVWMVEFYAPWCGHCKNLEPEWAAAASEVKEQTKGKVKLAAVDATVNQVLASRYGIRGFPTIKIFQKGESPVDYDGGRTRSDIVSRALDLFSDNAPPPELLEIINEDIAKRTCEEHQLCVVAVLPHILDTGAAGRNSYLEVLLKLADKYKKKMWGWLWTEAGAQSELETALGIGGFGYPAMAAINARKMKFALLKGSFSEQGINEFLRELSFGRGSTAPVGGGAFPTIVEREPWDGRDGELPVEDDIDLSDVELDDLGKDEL
ERAP1 inh: human ERAP1 aminopeptidase inhibitors, primary screen, biochemical, single point, plate reader; Endoplasmic reticulum aminopeptidase 1 (Homo sapiens), Q9NZ08; recombinant ERAP1, Leu-AMC fluorescence, 60 min; inhibition, % at 10.7 µM; 340,000 compounds, 0.15% hits;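 active means mean replicate inhibition of at least 30%, or all replicates individually reaching that 30% level; inactive means mean below 30% and not every replicate reaching it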;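 further: 0% = neutral control wells and 100% = L-leucinethiol positive control wells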
* = called active by the depositor; nt = no result given; [ ] = dose if it differs, or a comment.

Codes – A = miR122 inh; B = CASP6 VEID inh; C = SIRT5 inh; D = F508del corr; E = DENV2 CPE; F = ERp5 inh; G = ERAP1 inh
COc1cccc(N2CCN(CC(=O)NCc3ccccc3)CC2)c1
  A: 5	B: -5	C: nt	D: -2.7	E: 8	F: 2	G: -5
N/C(Cc1nc(-c2ccc(F)cc2)cs1)=N\O
  A: -2	B: -2	C: 5	D: 0.9	E: -4	F: 1	G: nt
CC1CC(C)CN(S(=O)(=O)CC23CCC(CC2=O)C3(C)C)C1 (configuration not stated)
  A: -1	B: 0	C: 0	D: -2.4	E: -3	F: 3	G: -2
Cc1cc(C)c(C#N)c(SCC(=O)c2ccc(Cl)cc2Cl)n1
  A: -1	B: nt	C: -1	D: -1.8	E: 2	F: 4	G: -6
COc1cccc(C2c3[nH]c4ccccc4c3CCN2CCCn2cccn2)c1 (configuration not stated)
  A: 3	B: nt	C: -3	D: -3.7	E: 2	F: -2	G: -10
C[C@@H]1CN([C@@H](C)CO)S(=O)(=O)c2ccc(C#CC3CC3)cc2O[C@H]1CN(C)Cc1ccccn1
  A: 6[16.7 µM]	B: 0	C: 0	D: 1.8	E: -4	F: 11	G: -1
O=C(COc1ccc(-c2nnco2)cc1)N1CCOCC1
  A: -1	B: 2	C: -2	D: -1.4	E: -5	F: 2	G: 4
Cc1nnsc1C(=O)Nc1cccc(Cl)c1
  A: -8	B: 0	C: 5	D: -1.6	E: 0	F: -4	G: nt
Cc1nc(N2CCN(S(=O)(=O)c3ccccc3C#N)CC2)c2c(-c3cccs3)csc2n1
  A: 0	B: -4	C: -7	D: -4.9	E: 17	F: 5	G: -1
O=C(CSc1nnc(-c2ccco2)n1-c1ccccc1Cl)Nc1cccc(C(=O)O)c1
  A: -2	B: 55*	C: 1	D: 0.2	E: 1	F: -6	G: 0
CCOc1ccc(N(CC(=O)Nc2cccc(OC)c2)S(C)(=O)=O)cc1
  A: 5	B: -1	C: -6	D: 0.6	E: 2	F: 18	G: 4
CC(C)NC(=O)Nc1ccc2c(c1)CC(=O)N([C@@H](C)CO)C[C@H](C)[C@H](CN(C)S(=O)(=O)c1ccc(Cl)cc1)O2
  A: 4[16.7 µM]	B: 7	C: 3	D: 1.1	E: 10	F: 1	G: 2
C[C@@H]1CN([C@H](C)CO)C(=O)Cc2cc(NC(=O)Nc3ccc(F)cc3)ccc2O[C@H]1CN(C)S(=O)(=O)c1ccc(Cl)cc1
  A: 5[16.7 µM]	B: -2	C: 4	D: -2.9	E: 21*	F: 7	G: 1
OCCC1CN(Cc2cn[nH]c2C2CCCCC2)CCN1C1CCCCC1 (configuration not stated)
  A: -3	B: 3	C: 0	D: -3.4	E: -5	F: -6	G: -6
O=C(O)C1C2CCC(O2)C1C(=O)Nc1ccccc1Br (configuration not stated)
  A: 0	B: 3	C: 0	D: -1.4	E: -6	F: 2	G: -2
CCc1nc2ccc(C(=O)N3CCN(S(=O)(=O)CC)CC3)cn2c1N(CC)Cc1cccc(Br)c1
  A: -5	B: -3	C: 4	D: 2.2	E: -10	F: 2	G: -5
O=C(c1ccc(Cl)c(S(=O)(=O)NCc2cccnc2)c1)N1CCCC1
  A: -2	B: -3	C: -5	D: -2.2	E: 2	F: 3	G: 3
O=C(Cn1cnc2c(nnn2Cc2ccc(F)cc2)c1=O)NCc1ccccc1
  A: nt	B: -5	C: -5	D: 5.0	E: 8	F: 2	G: 0
CN(CC(=O)NCc1ccccc1)CC(=O)Nc1ccc(Cl)c(C(F)(F)F)c1
  A: -6	B: -164	C: 0	D: -2.6	E: -2	F: -3	G: 0
CCOC(=O)c1cc2c(ccn2C)n1Cc1ccc(Cl)cc1
  A: nt	B: 3	C: 0	D: -0.1	E: 3	F: -5	G: 2
COc1ccc(OC)c(CNc2ccc3c(c2)CCC3)c1
  A: 16	B: -1	C: 3	D: -0.1	E: 0	F: 4	G: -1
CCOC(=O)C1CCN(C(=O)C(C)N(c2ccc(Oc3ccccc3)cc2)S(C)(=O)=O)CC1 (configuration not stated)
  A: nt	B: 2	C: -3	D: -1.2	E: -10	F: 5	G: -3
C[C@@H]1CN([C@H](C)CO)C(=O)c2cccc(NC(=O)c3cnccn3)c2O[C@@H]1CN(C)C(=O)Nc1ccc(F)cc1
  A: 9[16.7 µM]	B: 5	C: 1	D: -2.2	E: 0	F: 2	G: -2
CC(=O)c1cccc(S(=O)(=O)Nc2ccc(N3CCOCC3)cc2)c1
  A: 0	B: 4	C: 0	D: 1.4	E: 2	F: 1	G: 1
C[C@H](CO)N1C[C@H](C)[C@H](CN(C)C(=O)Cc2ccncc2)Oc2ncc(C#CC3(O)CCCC3)cc2C1=O
  A: -3[16.7 µM]	B: 4	C: -2	D: -3.1	E: -1	F: 9	G: -6
CCN(CC)C(=O)CN(c1cccc(Br)c1)S(C)(=O)=O
  A: 6	B: 0	C: -6	D: -1.0	E: 15	F: 1	G: -1
CCn1c(CNC(=O)c2ccccc2F)nnc1SCC(=O)Nc1nncs1
  A: -4	B: 1	C: -1	D: -1.3	E: 1	F: 1	G: -2
O=C(C1CCC1)N1CC2(C1)[C@H](c1ccccc1)[C@H](CO)N2C(=O)c1cccnc1
  A: nt	B: -4	C: -2	D: -2.6	E: 1	F: 3	G: 3
O=C(COC(=O)/C=C/c1ccc(Cl)c(Cl)c1)NC1CCS(=O)(=O)C1 (configuration not stated)
  A: -8	B: -2	C: 0	D: 1.9	E: 1	F: 4	G: 2
O=C(O)c1cccc(NC(=O)c2ccccc2NC(=O)c2ccco2)c1
  A: 3	B: -2	C: nt	D: -2.1	E: -13	F: 1	G: nt
C[C@@H]1CCCCO[C@@H](CN(C)Cc2ccc(C(=O)O)cc2)[C@@H](C)CN([C@@H](C)CO)C(=O)c2cc(NC(=O)Nc3ccc4c(c3)OCO4)ccc2O1
  A: 0[16.7 µM]	B: -1	C: 4	D: -0.8	E: -1	F: -4	G: -1
Cc1cc(OC(C)C(=O)NCCCN2CCOCC2)ccc1Cl (configuration not stated)
  A: nt	B: -4	C: -2	D: 0.5	E: -1	F: 4	G: -2
CN(CC(=O)Nc1ccc(F)cc1)C(=O)COc1ccc(C(=O)c2ccccc2)cc1
  A: nt	B: -2	C: 1	D: 1.5	E: -28	F: 8	G: -2
CC(C)CC(=O)Nc1ccc(C(=O)COC(=O)C2=COCCO2)cc1
  A: nt	B: -2	C: -3	D: 2.5	E: 4	F: 7	G: -4
C[C@@H]1CN([C@@H](C)CO)C(=O)c2ccccc2-c2ccccc2CO[C@H]1CN(C)S(=O)(=O)c1cccc(F)c1
  A: nt	B: 4	C: -4	D: -3.4	E: -5	F: -4	G: -1
CC(=O)Nc1cccc(NS(=O)(=O)c2cn(C)c(=O)n(C)c2=O)c1
  A: 0	B: -1	C: -3	D: -1.3	E: 6	F: 7	G: 8
O=C(NCCNc1ccc([N+](=O)[O-])cc1)c1ccco1
  A: -6	B: 5	C: 3	D: -0.9	E: -5	F: -5	G: 9
CCCCC[C@@H]1C=C(C(=O)O)[C@H](c2ccc3c(c2)OCO3)N1S(=O)(=O)c1ccc(C)cc1
  A: 1	B: 7	C: 2	D: -0.3	E: 31*	F: 6	G: 1
CC(NC(=S)NNS(=O)(=O)c1cccc([N+](=O)[O-])c1)c1ccccc1 (configuration not stated)
  A: -6	B: 0	C: -2	D: 0.6	E: 0	F: 2	G: -2
CCCC[C@H]1OB(O)C[C@H]2C1=C(COc1ccccc1)C[C@H]1C(=O)N(Cc3ccccc3)C(=O)[C@H]12
  A: nt	B: 0	C: 5	D: -1.7	E: 2	F: 2	G: 0
COCC(=O)N1[C@@H]2CN(C(=O)NC(C)C)c3ccccc3[C@@H]2[C@@H]1CO
  A: -25[16.7 µM]	B: 8	C: -2	D: -0.4	E: -9	F: 2	G: -1
CN(Cc1ccc2nonc2c1)Cc1nc(CC2CC2)no1
  A: 1	B: 1	C: 0	D: 0.7	E: 1	F: 4	G: -7
CCOC(=O)C1=CN(CC)CCC1=O
  A: 1	B: 4	C: -5	D: -2.4	E: 0	F: -1	G: 4
COc1ccc(C(CNC(=O)c2ccc(OCc3csc(C)n3)cc2)N2CCCC2)cc1 (configuration not stated)
  A: -14	B: 0	C: nt	D: -1.7	E: -7	F: 12	G: -5
COc1ccc(OCc2cc(C(=O)N3C[C@H]4CC[C@H]3C4)no2)c(Cl)c1
  A: 8	B: 4	C: -3	D: -1.4	E: 9	F: 0	G: 7

Another view of part of the listing above.
SMILES: CCOC(=O)C1=CN(CC)CCC1=O
  miR122 inh: 1; CASP6 VEID inh: 4; SIRT5 inh: -5; F508del corr: -2.4; DENV2 CPE: 0; ERp5 inh: -1; ERAP1 inh: 4
SMILES: CC(C)CC(=O)Nc1ccc(C(=O)COC(=O)C2=COCCO2)cc1
  miR122 inh: nt; CASP6 VEID inh: -2; SIRT5 inh: -3; F508del corr: 2.5; DENV2 CPE: 4; ERp5 inh: 7; ERAP1 inh: -4
SMILES: COCC(=O)N1[C@@H]2CN(C(=O)NC(C)C)c3ccccc3[C@@H]2[C@@H]1CO
  miR122 inh: -25[16.7 µM]; CASP6 VEID inh: 8; SIRT5 inh: -2; F508del corr: -0.4; DENV2 CPE: -9; ERp5 inh: 2; ERAP1 inh: -1

Continuation.
Codes – A = miR122 inh; B = CASP6 VEID inh; C = SIRT5 inh; D = F508del corr; E = DENV2 CPE; F = ERp5 inh; G = ERAP1 inh
CC(C)NC(=O)N(C)C[C@H]1Oc2c(NC(=O)c3ccncc3)cccc2C(=O)N([C@H](C)CO)C[C@@H]1C
  A: 3[16.7 µM]	B: 1	C: -3	D: 3.2	E: -10	F: 5	G: 1
Cc1nc(-c2ccc(F)cc2)c(CC(=O)N(C)CC(=O)Nc2ccc(F)cc2)s1
  A: nt	B: -164	C: 0	D: 0.1	E: 11	F: 1	G: 0
COCC(=O)N1[C@H](CO)[C@@H]2c3ccccc3N(C(=O)c3ccncc3)C[C@@H]21
  A: 4[16.7 µM]	B: 5	C: -2	D: -1.5	E: 8	F: 3	G: -3
O=[N+]([O-])c1ccc(CSc2nc3ncc(Br)cc3[nH]2)cc1
  A: 0	B: -1	C: -2	D: -1.3	E: 5	F: 0	G: 0
CCC(=O)Nc1ccc2c(c1)C(=O)N(C)C[C@H](OC)[C@@H](C)CN(C(=O)c1ccc(F)cc1)[C@H](C)CO2
  A: -2[16.7 µM]	B: 1	C: -4	D: -3.5	E: 13	F: 2	G: 0
N#C[C@H]1N[C@H](CO)[C@@H]1c1ccc(C#CC2CCCCC2)cc1
  A: nt	B: 1	C: 1	D: 2.3	E: -4	F: 1	G: 2
C[C@H]1CN([C@@H](C)CO)C(=O)c2cc(C#CC3CCCCC3)cnc2O[C@@H]1CN(C)Cc1ccncc1
  A: -5[16.7 µM]	B: -1	C: 2	D: 1.7	E: 3	F: -1	G: 0
CCOC(=O)C(=O)Nc1nc(-c2ccccc2)c(-c2ccccc2)o1
  A: nt	B: 1	C: 0	D: nt	E: -1	F: 1	G: -2
COCCNC(=O)C[C@H]1C[C@H]2c3cc(NC(=O)Nc4ccccc4F)ccc3O[C@H]2[C@H](CO)O1
  A: -2[16.7 µM]	B: nt	C: nt	D: 0.3	E: 9	F: nt	G: nt
CC1=C(C(=O)Nc2cccc(F)c2)C(c2ccsc2)C2=C(CC(C)(C)CC2=O)N1 (configuration not stated)
  A: nt	B: 6	C: -4	D: nt	E: nt	F: -3	G: -1

Screening data from PubChem.
